Assay outcomes deposited in PubChem BioAssay by several laboratories.
Rac1 wt modul – wildtype Rac1 GTP binding modulators, primary screen, biochemical, GST-Rac1 beads, flow cytometry, multiplex | Ras-related C3 botulinum toxin substrate 1 (Homo sapiens), P63000 | fluorescent GTP binding; actives lie on both sides; 0 = cold GTP competed, 100 = untreated | GTP binding activity (% of control), % at 10 µM | hit rate 0.27% among 190,000;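 active = GTP binding activity at least 20 points away from the 100% control level, either lower or higher; inconclusive = compound flagged as likely green fluorescent, judged across all proteins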
Pf gamet viab – late stage P. falciparum gametocyte viability inhibitors, primary screen, ATP luminescence, HTS | P. falciparum stage V gametocytes, 24 h | hit rate 0.065% among 150,000 | inhibition, % at 10.9 µM;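 active = inhibition above the mean plus 3 SD of compounds within the control limits, set per campaign, cut at about 38% in these data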;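 note: 0% = DMSO wells and 100% = medium only without gametocytes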
Cdc42 wt GTP – modulators of GTP binding to wildtype Cdc42, primary screen, biochemical, multiplex bead flow cytometry, Bodipy-GTP | GST-Cdc42 beads; actives lie on both sides | percent activity (GTP binding), % at 10 µM | hit rate 0.2% among 190,000 | AID 761, 2007;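 active = percent activity GTP binding at least 20 points away from the 100% baseline, either down as inhibitor or up as activator; inconclusive = compound flagged as likely green fluorescent from well-wide comparison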;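 note: median bead fluorescence of bound Bodipy-FL-GTP at 100 nM; 0% = excess unlabeled GTP control and 100% = no compound control; below 100% means less GTP binding so inhibitor and above means activator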
Target sequence (P60953 whole entry, looked up): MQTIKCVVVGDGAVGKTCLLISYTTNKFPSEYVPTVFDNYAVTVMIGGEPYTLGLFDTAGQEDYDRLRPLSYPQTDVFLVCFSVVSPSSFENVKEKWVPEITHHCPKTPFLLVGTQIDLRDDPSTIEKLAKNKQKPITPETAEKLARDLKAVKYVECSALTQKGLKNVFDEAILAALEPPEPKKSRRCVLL
Avidin bead fluor – green autofluorescence of compounds with avidin beads – biophysical, 488/530 nm, flow cytometry, artefact control, profiling panel; compound fluorescence 488/530 nm; hits give high values; fluorescence (KMESF) at 10 µM; hit rate 0.38% among 220,000; AID 1775, 2009; in the data active = fluorescence above about 47; note: inactives centre near 10
Mcl1-Noxa inh – Mcl-1/Noxa binding inhibitors, primary screen, biochemical, TR-FRET, 1536-well; inhibition, % at 21.7 µM; Induced myeloid leukemia cell differentiation protein Mcl-1 (Homo sapiens), Q07820; hit rate 1.5% among 220,000; TR-FRET Mcl-1/Noxa peptide binding, 2 h;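 active = compounds that cut the protein-peptide binding signal by more than 50% relative to plate controls in a single-dose test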;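 note: His-tagged Mcl-1 with rhodamine Noxa BH3 peptide and terbium anti-His antibody; 0% = Mcl-1 plus Noxa peptide wells and 100% = peptide-only wells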
Target sequence (Q07820 whole entry, looked up): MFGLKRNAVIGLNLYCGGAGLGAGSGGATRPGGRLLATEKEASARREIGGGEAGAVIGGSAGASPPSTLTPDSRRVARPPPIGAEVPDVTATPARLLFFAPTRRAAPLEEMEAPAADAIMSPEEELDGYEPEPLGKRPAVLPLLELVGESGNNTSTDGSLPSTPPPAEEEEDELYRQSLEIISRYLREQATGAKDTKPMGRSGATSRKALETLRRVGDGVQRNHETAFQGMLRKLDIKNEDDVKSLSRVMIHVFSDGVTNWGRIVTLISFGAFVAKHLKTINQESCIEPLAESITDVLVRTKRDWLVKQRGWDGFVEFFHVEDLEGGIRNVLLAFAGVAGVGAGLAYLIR
Mcl1 Bid PPI – Mcl-1/Bid binding inhibitors, primary screen, biochemical, TR-FRET, 1536-well | TR-FRET Mcl-1/Bid-Dy647 peptide binding | Induced myeloid leukemia cell differentiation protein Mcl-1 (Homo sapiens), Q07820 | AID 1021, 2008 | hit rate 0.97% among 220,000 | inhibition, % at 21.7 µM;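 active = compounds that cut the binding signal by more than half at the single screening dose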;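 note: His-tagged Mcl-1 with europium anti-His antibody binding Bid BH3 peptide; 0% = Mcl-1 plus peptide wells and 100% = peptide-only wells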
Rac1 mut GTP – GTP binding modulators of activated mutant Rac1, primary screen, biochemical, bead-based flow cytometry, multiplex, fluorescent GTP; Ras-related C3 botulinum toxin substrate 1 (Homo sapiens), P63000; AID 764, 2007; percent activity (GTP binding), % at 10 µM; GST-Rac1 activated beads; actives lie on both sides; 100% means binding = to untreated wells; hit rate 0.11% among 190,000;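 active = GTP binding at least 20 percentage points away from the 100% baseline, in either direction, so actives lie on both sides; inconclusive = Compound likely fluorescent itself, or too few beads counted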
Rab7 wt GTP bind – modulators of GTP binding to Rab7, primary screen, biochemical, wildtype, multiplex bead flow cytometry. Rab7 GTPase wild type (dog), Bodipy-FL-GTP binding. hit rate 0.055% among 190,000. GST-Rab7 beads, fluorescent GTP binding; actives lie on both sides; untreated = 100%, excess cold GTP = 0%. AID 758, 2007. GTP binding activity (percent of control), % at 10 µM;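 active = fluorescent GTP binding to Rab7 beads changed by at least 20 points from the 100% baseline, either direction, mostly lower; inconclusive = compound itself probably fluorescent, or too few beads counted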;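 note: median green fluorescence of bound Bodipy-FL-GTP per Rab7 bead population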
Rab2A wt mod – modulators of GTP binding to Rab2A wildtype, primary screen, biochemical, dog, bead-based flow cytometry, multiplex; GST-Rab2 wt beads, Bodipy-GTP binding; GTP binding activity, % at 10 µM; hit rate 0.19% among 190,000;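 active = GTP binding activity at least 20 points away from 100%, either lowered or raised; inconclusive = signal likely due to the compound's own green fluorescence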;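 note: 0% = beads with excess unlabeled GTP and 100% = no-compound control corrected for plate trend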
HRas wt GTP – modulators of GTP binding to HRas wildtype, primary screen, biochemical, bead-based flow cytometry, multiplex; GTPase HRas (Homo sapiens), P01112; GST-Ras wt beads, Bodipy-FL-GTP binding; actives lie on both sides; GTP binding activity, % at 10 µM; hit rate 0.14% among 190,000; AID 759, 2007;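 active = GTP binding activity at least 20% away from the 100% baseline, either lowered as inhibitor or raised as activator; inconclusive = flagged as likely green fluorescent, judged across all proteins in the well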;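 note: 0% = unlabeled GTP competition control and 100% = no-compound control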
Target sequence (P01112 whole entry, looked up): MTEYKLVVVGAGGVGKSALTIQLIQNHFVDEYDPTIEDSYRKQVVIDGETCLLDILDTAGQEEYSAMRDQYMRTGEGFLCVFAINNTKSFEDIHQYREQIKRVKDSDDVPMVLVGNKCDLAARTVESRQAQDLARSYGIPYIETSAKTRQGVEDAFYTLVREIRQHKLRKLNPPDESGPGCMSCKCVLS
GSH bead fluor – compound fluorescence on glutathione beads, profiling panel, artefact control, biophysical, 488/530 nm, flow cytometry. GSH beads flow cytometry, compound fluorescence 488/530 nm; hits give high values. fluorescence (KMESF) at 10 µM. hit rate 0.25% among 190,000. AID 1776, 2009; in the data active = fluorescence above about 89;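 note: glutathione beads carrying GST-tagged Bcl family fusion proteins plus one bare bead set; values are compound well signal with DMSO vehicle wells as background; inactives centre near 16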
The depositor's hits bear a star; ? = inconclusive; nt = not tested or not shown.

SMILES	Rac1 wt modul	Pf gamet viab	Cdc42 wt GTP	Avidin bead fluor	Mcl1-Noxa inh	Mcl1 Bid PPI	Rac1 mut GTP	Rab7 wt GTP bind	Rab2A wt mod	HRas wt GTP	GSH bead fluor
O=C(CNC(=O)c1ccc2ccccc2c1)OCC(=O)N1CCN(S(=O)(=O)c2ccc3ccccc3c2)CC1	102	3	100	1	2	2	99	103	100	99	7
COC(=O)c1cc(OC)c(OC)cc1NC(=S)N1CCC(C(N)=O)CC1	102	nt	104	11	-18	-39	100	103	105	105	16
CS(=O)(=O)N1CCN(C2Cc3ccccc3C2)CC1	103	nt	100	13	-4	-20	100	96	100	98	25
COCc1nc2ccccc2n1Cc1c(F)cccc1Cl	103	10	99	12	2	-17	99	102	98	100	11
CC(C)COC(=O)C(C#N)c1nc2ccccc2nc1N1CCN(Cc2ccc3c(c2)OCO3)CC1 (centres undefined)	106	-3	110	9	-7	-18	101	99	109	109	19
COc1ccc(C(=O)NCC(=O)OCc2ccc(Br)cc2)cc1	105	-8	102	12	18	0	97	104	100	100	25
Cc1cc(OC(=O)c2ccccc2)n(CCC#N)n1	?	nt	?	13	-8	-104	?	?	?	?	12
COCCN(CC(=O)NC1CCCCC1)C(=O)/C=C/C(=O)c1ccc(OC)cc1O	100	4	96	22	66*	33	95	93	95	96	62
Cc1ccc(Cl)cc1N(CC(=O)NCc1ccc2c(c1)OCO2)S(C)(=O)=O	102	-23	99	5	10	-48	95	99	99	96	18
CC(=O)N1C(=O)N(C(C)=O)C2C1N(C)C(=O)N2C(C)=O (centres undefined)	102	7	100	11	-9	-9	96	95	98	98	11
O=C(/C=C/c1ccc(F)cc1)NCC1(c2ccccc2)CCOCC1	96	30	97	3	2	8	99	105	101	101	9
COc1cccc(Oc2cnc(N)nc2-c2ccc(OC)cc2O)c1	110	-14	103	10	5	-5	98	102	102	102	54
CC1(NC(=S)N(CCO)CCO)CCS(=O)(=O)C1 (centres undefined)	102	-5	102	8	-5	-97	101	98	101	99	18
COc1ccc(C=NCC2OCCc3ccccc32)cc1OC (centres undefined)	101	nt	100	4	-16	-8	99	98	98	99	11
O=C(CCN1CCN(c2ccccc2)CC1)NNC(=S)Nc1ccccc1Cl	101	nt	97	11	-9	-44	95	103	97	97	18
CC(C)C(CCNC(=O)CC(Cc1ccccc1)c1ccco1)c1ccco1 (centres undefined)	98	nt	102	11	-5	-50	96	99	101	102	17
CC(C)CCOc1ccc(C(CC(N)=O)C(=O)O)cc1 (centres undefined)	104	nt	103	37	15	-7	100	101	101	101	17
Cc1cc2ccccn2c1C(=O)c1ccc(NN)c([N+](=O)[O-])c1	84	19	81	9	5	-29	81	98	90	88	13
CCc1nc(SCC(=O)c2cccs2)c2oc3ccccc3c2n1	99	8	98	4	-21	-20	100	102	97	100	22
COc1ccc(C)cc1-n1nnnc1SCc1cc(=O)n2cc(C)ccc2n1	?	-6	?	13	16	-13	?	?	?	?	6
COc1c2ccoc2c(OC[C@@H](O)C(C)(C)OC)c2oc(=O)ccc12	109	17	106	7	16	-14	99	100	100	102	16
CCOc1ccc(-c2cn[nH]c2N)cc1	107	nt	102	18	-28	-18	102	101	102	103	35
CCOc1cc(C)c(C(C)C)cc1S(=O)(=O)N1CC(C)OC(C)C1 (centres undefined)	101	0	89	10	5	-34	95	95	96	97	38
CCc1ccc(OC2=NS(=O)(=O)c3ccccc32)cc1	106	nt	101	10	29	0	95	101	99	98	19
Cc1ccc(NCC(=O)N/N=C/c2cccc(Br)c2)cc1	93	15	90	5	16	-32	92	96	92	91	10
Cc1cc(N(C)C)nc(SC(C)C)n1	95	13	100	15	-2	-18	97	97	98	98	22
CCOC(=O)c1c(NC(C)=O)sc2c(OC)cccc12	103	18	100	11	0	-7	98	100	103	101	9
CCc1cc(-c2n[nH]c(=S)n2CC(C)C)cs1	98	0	99	3	22	-39	98	98	98	97	6
COc1ccc(N2CCN(C(c3cc(OC)ccc3OC)c3nnnn3CC3CCCO3)CC2)cc1 (centres undefined)	101	12	97	21	60*	15	97	101	100	99	15
COc1cc(CNCc2ccccn2)ccc1OCC(=O)NC1CCCCC1	100	nt	96	20	14	0	98	96	98	97	15

Mcl1-Noxa inh, hit marks shown above.
mol | Cdc42 wt GTP | Avidin bead fluor | Mcl1-Noxa inh | Mcl1 Bid PPI | Rab7 wt GTP bind | Rab2A wt mod | HRas wt GTP | GSH bead fluor
COCCN(CC(=O)NC1CCCCC1)C(=O)/C=C/C(=O)c1ccc(OC)cc1O | 96 | 22 | 66* | 33 | 93 | 95 | 96 | 62
COc1ccc(N2CCN(C(c3cc(OC)ccc3OC)c3nnnn3CC3CCCO3)CC2)cc1 (centres undefined) | 97 | 21 | 60* | 15 | 101 | 100 | 99 | 15

(listing goes on)
SMILES	Rac1 wt modul	Pf gamet viab	Cdc42 wt GTP	Avidin bead fluor	Mcl1-Noxa inh	Mcl1 Bid PPI	Rac1 mut GTP	Rab7 wt GTP bind	Rab2A wt mod	HRas wt GTP	GSH bead fluor
CC#CC[N+](C)(CC#CC)CC(=O)c1ccccc1	106	20	108	12	-9	-21	99	111	104	103	10
CCCCn1c(SCc2ccc(Cl)cc2)nc2c1c(=O)[nH]c(=O)n2C	101	12	96	8	-11	1	95	98	96	98	8
Cc1nn(CC(=O)NCCCc2ccccc2)c(C)c1[N+](=O)[O-]	95	-5	94	12	21	-9	95	94	97	95	13
CN(C)C(=O)C1CCC(=O)N1Cc1cccs1 (centres undefined)	95	nt	95	6	3	-29	95	92	98	99	11
CN1CCN(c2ncnc3sc(-c4ccccc4)cc23)CC1	101	nt	97	12	28	-18	99	100	98	98	15
O=C(Cc1ccc(Cl)c(Cl)c1)OCC(=O)c1ccc[nH]1	106	nt	103	15	20	-20	99	101	103	103	33
NC(=O)c1ccc(NC(=O)CCCN2C(=O)c3ccccc3C2=O)cc1	101	-7	103	15	13	-9	99	98	102	103	22
NNc1nc2ccccc2nc1C(F)(F)F	100	16	99	11	19	-19	97	102	99	99	13
O=C1NCC(=O)N(Cc2ccccc2)/C1=C/c1ccccc1	95	nt	96	8	9	1	93	103	101	96	70
O=C(CSc1nc2ccccc2o1)N1c2ccccc2Sc2ccc(C(F)(F)F)cc21	103	nt	102	13	3	-4	101	99	99	101	16

A second format for some results above.
Order of results: Rac1 wt modul, Pf gamet viab, Cdc42 wt GTP, Avidin bead fluor, Mcl1-Noxa inh, Mcl1 Bid PPI, Rac1 mut GTP, Rab7 wt GTP bind, Rab2A wt mod, HRas wt GTP, GSH bead fluor
CCCCn1c(SCc2ccc(Cl)cc2)nc2c1c(=O)[nH]c(=O)n2C
  101, 12, 96, 8, -11, 1, 95, 98, 96, 98, 8
NC(=O)c1ccc(NC(=O)CCCN2C(=O)c3ccccc3C2=O)cc1
  101, -7, 103, 15, 13, -9, 99, 98, 102, 103, 22
O=C(CSc1nc2ccccc2o1)N1c2ccccc2Sc2ccc(C(F)(F)F)cc21
  103, nt, 102, 13, 3, -4, 101, 99, 99, 101, 16
CN1CCN(c2ncnc3sc(-c4ccccc4)cc23)CC1
  101, nt, 97, 12, 28, -18, 99, 100, 98, 98, 15

(more compounds)
SMILES	Rac1 wt modul	Pf gamet viab	Cdc42 wt GTP	Avidin bead fluor	Mcl1-Noxa inh	Mcl1 Bid PPI	Rac1 mut GTP	Rab7 wt GTP bind	Rab2A wt mod	HRas wt GTP	GSH bead fluor
CSc1ccc(S(=O)(=O)NCc2ccc(Cl)cc2)cc1	93	-20	94	11	13	2	90	92	93	95	25
CCOCCCNC(=O)C1CCCN1S(=O)(=O)c1ccc(Cl)cc1 (centres undefined)	104	nt	102	21	-32	-12	98	98	98	101	10
CN(c1ccccc1)c1ccc(/C=C(\CCC(=O)O)c2nc3ccccc3s2)cc1[N+](=O)[O-]	85	-22	89	13	100*	-41	85	88	83	88	2
C=CCOC(=O)C1=C[C@H](c2coc3ccccc3c2=O)C[C@H](OCc2ccc(CO)cc2)O1	96	nt	93	6	-24	0	94	98	98	96	17
Cc1nc(Cl)sc1C(=O)Nc1cccc(Cl)c1C	104	nt	101	12	6	-23	101	103	100	102	16
COC(=O)CCSCC(=O)Nc1nnc(C)s1	97	nt	95	4	-11	-4	96	94	95	95	14
CC(CCc1ccccc1)NC(=O)C(=O)NCc1ccccc1 (centres undefined)	104	17	101	5	4	-7	102	99	101	102	6
O=C(Nc1ccc(N2CCN(C(=O)c3ccc(Cl)cc3)CC2)cc1)c1cccnc1	110	nt	103	6	15	-55	102	102	100	103	9
COc1ccc(OC)c(S(=O)(=O)N(C)CC(=O)N2CCN(c3cccc(Cl)c3)CC2)c1	102	6	100	7	20	-16	101	104	102	104	25
Cc1cc(C)nc(NS(=O)(=O)c2ccc(N/C=C\C(=O)c3cccs3)cc2)n1	94	13	92	8	9	-35	96	96	93	96	14
CCCn1c(SCC(=O)NC2CCCCC2)nnc1-c1ccccn1	99	6	95	10	-1	6	97	96	99	98	17
Cc1cccc(C)c1OCC(O)CN(Cc1ccccc1O)C1CCCCC1 (centres undefined)	100	-3	96	12	8	-32	98	96	97	98	15
C=CCOC(=O)C1=C[C@@H](c2csc3ccccc23)C[C@@H](OCc2ccc(CO)cc2)O1	95	nt	96	5	11	-1	95	105	100	97	21
COc1ccc(/C=N/NC(=O)Cc2csc(Nc3cccc(C(F)(F)F)c3)n2)cc1C	97	nt	100	16	6	-25	96	100	99	101	4
O=C(NC1(C(F)(F)F)N=C2SCCN2C1=O)c1ccccc1 (centres undefined)	102	-11	102	5	-4	-9	98	102	98	101	24
CN1CCCN(S(=O)(=O)c2ccc3c(c2)OCCO3)CC1	106	-7	104	38	0	-15	101	102	103	101	17
COc1ccccc1Oc1coc2cc(OC(=O)N3CCOCC3)ccc2c1=O	103	1	100	5	19	4	98	101	102	102	17
